Compound activity deposited in PubChem BioAssay by several laboratories.
ABCB1 block – blocks JC-1 efflux by human ABCB1 transporter. P08183. CCRF-Adr cells, flow cytometry. 190,000 tested, 0.067% active. inhibition, % at 6.6 µM; in the data active = inhibition above about 40%;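 also: 0% = vehicle and 100% = reference inhibitor; higher value means more JC-1 retained so stronger ABCB1 efflux block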
Pf gamet viab – P. falciparum stage V gametocyte viability inhibition | P. falciparum stage V gametocytes, ATP luminescence, 24 h | inhibition, % at 10.9 µM | 150,000 tested, 0.065% active | AID 743093;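 active = inhibition above the mean plus 3 SD of compounds within the control limits, set per campaign, cut at about 38% in these data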;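 also: 0% = DMSO wells and 100% = medium only without gametocytes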
Bim-Mcl-1 – human Bim-Mcl-1 interaction inhibition; 190,000 tested, 0.1% active; inhibition, % at 10 µM; Bead-based flow cytometry, Bim peptide-Mcl-1 binding; in the data active = inhibition above about 40%;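 also: 0% = no compound tracer wells and 100% = peptide blocker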
Target sequence (Q07820 whole entry, looked up): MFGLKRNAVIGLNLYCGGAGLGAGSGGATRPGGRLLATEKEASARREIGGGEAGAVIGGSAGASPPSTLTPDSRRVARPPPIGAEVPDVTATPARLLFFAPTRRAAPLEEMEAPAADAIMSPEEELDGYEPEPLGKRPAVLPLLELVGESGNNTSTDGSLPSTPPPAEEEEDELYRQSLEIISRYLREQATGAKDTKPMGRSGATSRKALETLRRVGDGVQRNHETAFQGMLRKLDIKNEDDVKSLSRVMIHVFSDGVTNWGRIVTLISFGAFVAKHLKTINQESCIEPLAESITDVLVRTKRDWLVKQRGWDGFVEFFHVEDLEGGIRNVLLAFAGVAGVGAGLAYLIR
Mcl1-Bid inh – Mcl-1/Bid interaction inhibition. Q07820. TR-FRET Mcl-1/Bid-Dy647 peptide binding, 1536-well. inhibition, % at 21.7 µM. 220,000 tested, 0.97% active;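 active = compounds that cut the binding signal by more than half at the single screening dose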;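 also: His-tagged Mcl-1 with europium anti-His antibody binding Bid BH3 peptide; 0% = Mcl-1 plus peptide wells and 100% = peptide-only wells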
RGS8-Gao – regulators of human RGS8-Galphao interaction; multiplexed bead flow cytometry, RGS8-Galphao binding; actives lie on both sides; response (percent of control binding), % at 10 µM; 220,000 tested, 0.34% active; in the data active = response below about 60% or above about 140%; inactive = in between;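 also: Galphao activated as the GDP aluminium fluoride complex binding bead-coupled RGS8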
Avidin fluor – compound fluoresces at 488/530 nm on avidin beads | fluorescence (KMESF) at 10 µM | AID 1775 | compound fluorescence 488/530 nm, flow cytometry; hits give high values | 220,000 tested, 0.38% active; in the data active = fluorescence above about 47; also: inactives centre near 10
RGS7-Gao – human RGS7-Galphao interaction regulation; P09471; 220,000 tested, 0.35% active; binding response (% of control), % at 10 µM; Multiplexed bead flow cytometry, RGS7-Galphao binding; actives lie on both sides; in the data active = binding response below about 49% or above about 150%; inconclusive = no clear call, values can overlap the other calls; inactive = in between;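 also: fluorescent Galphao held in activated GDP-AlF4 state binding bead-coupled RGS7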
ABCG2 block – blocks JC-1 efflux by human ABCG2 transporter | Q9UNQ0 | IgMXP3 cells, flow cytometry | inhibition, % at 6.6 µM | 190,000 tested, 0.1% active | AID 1325;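 active = inhibition above 80%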;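 also: 0% = DMSO and 100% = nicardipine control wells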
Target sequence (Q9UNQ0 whole entry, looked up): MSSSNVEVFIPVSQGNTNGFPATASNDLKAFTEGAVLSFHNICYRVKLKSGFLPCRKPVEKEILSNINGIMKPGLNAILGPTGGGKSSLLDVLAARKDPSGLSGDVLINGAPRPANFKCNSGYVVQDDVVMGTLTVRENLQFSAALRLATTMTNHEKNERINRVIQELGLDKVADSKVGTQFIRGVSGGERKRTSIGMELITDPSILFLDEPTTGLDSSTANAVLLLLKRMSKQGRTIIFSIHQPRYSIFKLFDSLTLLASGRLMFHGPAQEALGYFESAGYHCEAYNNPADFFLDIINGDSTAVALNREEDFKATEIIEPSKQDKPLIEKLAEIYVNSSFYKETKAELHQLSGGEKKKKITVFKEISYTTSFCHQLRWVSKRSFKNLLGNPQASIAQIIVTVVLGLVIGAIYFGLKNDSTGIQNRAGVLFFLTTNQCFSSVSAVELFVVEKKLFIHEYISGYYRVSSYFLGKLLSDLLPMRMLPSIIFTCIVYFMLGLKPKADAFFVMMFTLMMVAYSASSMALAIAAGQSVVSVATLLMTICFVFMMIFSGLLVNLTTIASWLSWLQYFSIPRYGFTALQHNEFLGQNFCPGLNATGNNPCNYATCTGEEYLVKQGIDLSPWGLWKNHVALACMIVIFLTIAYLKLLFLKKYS
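Test system: IgMXP3 cells (ABCG2) mixed with DDAO far-red-labelled CCRF-Adr cells (ABCB1). Reagent: JC-1 transporter substrate. Compound dosing: single test compound dose, 6.6 µM final. Times: 10 min compound exposure, 25 °C. Detection: flow cytometry of retained JC-1 fluorescence. Read-out basis: efflux inhibition in percent versus controls. Controls: nicardipine and DMSO wells.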
Mcl1 Noxa PPI – Mcl-1/Noxa interaction inhibition; TR-FRET Mcl-1/Noxa peptide binding, 2 h; AID 1022; inhibition, % at 21.7 µM; Q07820; 220,000 tested, 1.5% active;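 active = compounds that cut the protein-peptide binding signal by more than 50% relative to plate controls in a single-dose test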;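 also: His-tagged Mcl-1 with rhodamine Noxa BH3 peptide and terbium anti-His antibody; 0% = Mcl-1 plus Noxa peptide wells and 100% = peptide-only wells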
GSH bead fluor – GSH bead compound fluorescence profile; GSH beads flow cytometry, compound fluorescence 488/530 nm; hits give high values; fluorescence (KMESF) at 10 µM; 190,000 tested, 0.25% active; AID 1776; in the data active = fluorescence above about 89;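 also: glutathione beads carrying GST-tagged Bcl family fusion proteins plus one bare bead set; values are compound well signal with DMSO vehicle wells as background; inactives centre near 16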
RGS4-Gao reg – human RGS4-Galphao interaction regulation | binding response (% of control), % at 10 µM | Multiplexed bead flow cytometry, RGS4-Galphao binding; actives lie on both sides | P09471 | 220,000 tested, 0.33% active; in the data active = binding response below about 49% or above about 150%; inactive = in between;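 also: fluorescent Galphao activated with aluminum fluoride binding bead-coupled RGS4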
The depositor's hits bear a star.

What do the screens show for `CSc1ccc(/C=C/C(=O)OCC(=O)NC(C)C)cc1`?
ABCB1 block: -0.7; Pf gamet viab: 28.9; Bim-Mcl-1: 0.0; Mcl1-Bid inh: -9.9; RGS8-Gao: 100.6; Avidin fluor: 8; RGS7-Gao: 96.1; ABCG2 block: 11.7; Mcl1 Noxa PPI: 0.2; GSH bead fluor: 14; RGS4-Gao reg: 95.8

How did Cc1oc(S(=O)(=O)N2CCCC2)cc1C(=O)Nc1ccccc1 do in these assays?
Pf gamet viab: 1.6; Mcl1-Bid inh: 2.4; RGS8-Gao: 102.4; Avidin fluor: 9; RGS7-Gao: inconclusive; Mcl1 Noxa PPI: -7.1; RGS4-Gao reg: 107.3

Results for Cc1sc(NC(=S)NC(=O)c2cccs2)nc1-c1ccc(CC(C)C)cc1 ?
ABCB1 block: -0.2; Bim-Mcl-1: -4.0; Mcl1-Bid inh: -15.9; RGS8-Gao: 101.5; Avidin fluor: 32; RGS7-Gao: 93.6; ABCG2 block: -0.7; Mcl1 Noxa PPI: -1.6; GSH bead fluor: 22; RGS4-Gao reg: 100.4

How did Cc1ccnc(SCC(=O)O)n1 do in these assays?
ABCB1 block: 0.4; Bim-Mcl-1: 0.0; Mcl1-Bid inh: 2.6; RGS8-Gao: 99.1; Avidin fluor: 6; RGS7-Gao: 98.6; ABCG2 block: 2.2; Mcl1 Noxa PPI: -10.8; GSH bead fluor: 42; RGS4-Gao reg: 100.2

Results for Cc1nn(CC#N)c(=O)n1-c1cccc(F)c1 ?
ABCB1 block: 0.5; Pf gamet viab: -18.8; Bim-Mcl-1: -1.0; Mcl1-Bid inh: -16.1; RGS8-Gao: 101.9; Avidin fluor: 11; RGS7-Gao: 105.8; ABCG2 block: 2.3; Mcl1 Noxa PPI: 5.8; GSH bead fluor: 12; RGS4-Gao reg: 100.1

What do the screens show for `CC1CCCN(C(=S)Nc2ccc(S(=O)(=O)N3CCCCC3)cc2)C1` (stereo not given)?
Pf gamet viab: -4.7; Mcl1-Bid inh: -12.7; RGS8-Gao: 99.8; Avidin fluor: 4; RGS7-Gao: inconclusive; Mcl1 Noxa PPI: 0.8; RGS4-Gao reg: 102.5

How did COc1ccc(-c2csc(N3CCN(C(=O)c4ccccc4)CC3)n2)cc1 do in these assays?
ABCB1 block: 0.6; Pf gamet viab: 31.0; Bim-Mcl-1: 0.0; Mcl1-Bid inh: -26.4; RGS8-Gao: 101.8; Avidin fluor: 6; RGS7-Gao: 102.6; ABCG2 block: 10.8; Mcl1 Noxa PPI: 16.6; GSH bead fluor: 13; RGS4-Gao reg: 98.2

How did CCOC(=O)c1ccc(NC(=O)NC2CC3CCC(C2)N3Cc2nnnn2Cc2ccco2)cc1 (stereo not given) do in these assays?
ABCB1 block: 0.0; Bim-Mcl-1: -3.0; Mcl1-Bid inh: 2.4; RGS8-Gao: 101.2; Avidin fluor: 38; RGS7-Gao: 98.5; ABCG2 block: 1.3; Mcl1 Noxa PPI: 3.3; GSH bead fluor: 12; RGS4-Gao reg: 102.8

Results for O=C(/C=C/c1ccc2c(c1)OCO2)c1ccc(F)cc1 ?
ABCB1 block: 1.9; Bim-Mcl-1: -1.0; Mcl1-Bid inh: -1.1; RGS8-Gao: 98.2; Avidin fluor: 10; RGS7-Gao: 97.0; ABCG2 block: 18.8; Mcl1 Noxa PPI: -12.3; GSH bead fluor: 18; RGS4-Gao reg: 100.0

How did Cc1ccc(OCC(=O)NN=C2c3ccccc3-c3ccccc32)cc1 do in these assays?
ABCB1 block: 1.6; Bim-Mcl-1: -3.0; Mcl1-Bid inh: -8.7; RGS8-Gao: 96.1; Avidin fluor: 23; RGS7-Gao: 98.3; ABCG2 block: 52.2; Mcl1 Noxa PPI: 12.2; GSH bead fluor: 20; RGS4-Gao reg: 95.6

How did Cc1nn(C)c(C)c1NC(=O)Nc1ccc(Cl)c(Cl)c1 do in these assays?
ABCB1 block: -0.3; Pf gamet viab: -12.1; Bim-Mcl-1: 0.0; Mcl1-Bid inh: -51.0; RGS8-Gao: 102.2; Avidin fluor: 20; RGS7-Gao: 102.7; ABCG2 block: -0.1; Mcl1 Noxa PPI: 24.2; GSH bead fluor: 7; RGS4-Gao reg: 103.3

What do the screens show for `COc1cccc(COC(=O)c2nn(-c3ccccc3)nc2N)c1`?
ABCB1 block: 0.1; Bim-Mcl-1: -2.0; Mcl1-Bid inh: -11.4; RGS8-Gao: 99.9; Avidin fluor: 11; RGS7-Gao: 98.7; ABCG2 block: 7.0; Mcl1 Noxa PPI: -7.9; GSH bead fluor: 14; RGS4-Gao reg: 98.2

Results for COC(c1ccccc1)c1nnc(CCC(=O)NCc2ccc3ncccc3c2)o1 (stereo not given) ?
ABCB1 block: 0.4; Pf gamet viab: -8.5; Bim-Mcl-1: 0.0; Mcl1-Bid inh: 2.2; RGS8-Gao: 102.1; Avidin fluor: 10; RGS7-Gao: 100.3; ABCG2 block: 0.9; Mcl1 Noxa PPI: 9.4; GSH bead fluor: 8; RGS4-Gao reg: 102.2

How did Cc1cc(C)c(-n2nnnc2SCC(=O)c2cc3ccccc3o2)c(C)c1 do in these assays?
Pf gamet viab: 5.3; Mcl1-Bid inh: -55.2; RGS8-Gao: 102.2; Avidin fluor: 8; RGS7-Gao: inconclusive; Mcl1 Noxa PPI: -12.6; RGS4-Gao reg: 104.2

What do the screens show for `CN1CCN(c2ccc(Cl)cc2NC(=O)c2cccc(S(=O)(=O)N(C)C)c2)CC1`?
ABCB1 block: 1.3; Pf gamet viab: -1.0; Bim-Mcl-1: -4.0; Mcl1-Bid inh: -55.8; RGS8-Gao: 98.9; Avidin fluor: 12; RGS7-Gao: 100.8; ABCG2 block: 5.9; Mcl1 Noxa PPI: 31.5; GSH bead fluor: 46; RGS4-Gao reg: 98.3

Results for CC(C)(C)c1ccc(OCCCC(=O)Nc2ccc(S(N)(=O)=O)cc2)cc1 ?
ABCB1 block: -1.4; Bim-Mcl-1: 0.0; Mcl1-Bid inh: -46.5; RGS8-Gao: 103.1; Avidin fluor: 4; RGS7-Gao: 102.3; ABCG2 block: -0.3; Mcl1 Noxa PPI: -3.8; GSH bead fluor: 12; RGS4-Gao reg: 100.1

Results for CCOc1ccccc1C(=O)NCCCN1CCN(CCCNC(=O)c2ccccc2OCC)CC1 ?
ABCB1 block: 0.7; Pf gamet viab: 10.1; Bim-Mcl-1: -7.0; Mcl1-Bid inh: -18.9; RGS8-Gao: 128.2; Avidin fluor: 15; RGS7-Gao: 113.6; ABCG2 block: 0.7; Mcl1 Noxa PPI: -0.2; GSH bead fluor: 27; RGS4-Gao reg: 114.7

How did O=S(=O)(c1ccc(Oc2ccc(S(=O)(=O)N3CCOCC3)cc2)cc1)N1CCOCC1 do in these assays?
ABCB1 block: 0.6; Pf gamet viab: -4.3; Bim-Mcl-1: -2.0; Mcl1-Bid inh: 0.5; RGS8-Gao: 102.3; Avidin fluor: 4; RGS7-Gao: 99.9; ABCG2 block: 2.0; Mcl1 Noxa PPI: -9.6; GSH bead fluor: 27; RGS4-Gao reg: 101.7

Results for COCC(=O)N1CCC(Oc2ccc(C(=O)NCc3cnc(C)cn3)cc2)CC1 ?
ABCB1 block: 0.2; Pf gamet viab: 16.6; Bim-Mcl-1: -2.0; Mcl1-Bid inh: -10.6; RGS8-Gao: 99.3; Avidin fluor: 7; RGS7-Gao: 104.8; ABCG2 block: -0.1; Mcl1 Noxa PPI: 9.5; GSH bead fluor: 18; RGS4-Gao reg: 102.1

What do the screens show for `CCCCCCn1c(SCC(=O)c2c(N)n(C)c(=O)n(C)c2=O)nc2ccccc21`?
ABCB1 block: 0.0; Bim-Mcl-1: -6.0; Mcl1-Bid inh: -10.0; RGS8-Gao: 108.7; Avidin fluor: 7; RGS7-Gao: 100.9; ABCG2 block: 3.4; Mcl1 Noxa PPI: 7.6; GSH bead fluor: 45; RGS4-Gao reg: 104.3

What do the screens show for `COC(=O)c1sc(S(=O)(=O)Nc2ccc(C)c(C)c2)c(C(=O)OC)c1C`?
ABCB1 block: -0.2; Pf gamet viab: -17.9; Bim-Mcl-1: 22.0; Mcl1-Bid inh: 2.6; RGS8-Gao: 70.8; Avidin fluor: 6; RGS7-Gao: 93.1; ABCG2 block: -0.6; Mcl1 Noxa PPI: 29.7; GSH bead fluor: 20; RGS4-Gao reg: 87.1

Results for CCN(CC)CCCNC(CC(=O)Nc1cccc([N+](=O)[O-])c1)C(=O)O (stereo not given) ?
ABCB1 block: 0.4; Pf gamet viab: 2.9; Bim-Mcl-1: -1.0; Mcl1-Bid inh: 0.3; RGS8-Gao: 103.8; Avidin fluor: 4; RGS7-Gao: 104.3; ABCG2 block: -1.2; Mcl1 Noxa PPI: 5.6; GSH bead fluor: 8; RGS4-Gao reg: 101.2

How did Cc1cccc(NC(=S)NNC(=S)NCc2ccccc2)c1 do in these assays?
ABCB1 block: 0.2; Pf gamet viab: -14.5; Bim-Mcl-1: -3.0; Mcl1-Bid inh: -81.1; RGS8-Gao: 100.7; Avidin fluor: 12; RGS7-Gao: 105.6; ABCG2 block: 0.5; Mcl1 Noxa PPI: -46.2; GSH bead fluor: 7; RGS4-Gao reg: 96.8

Results for COCCCNC(=O)C1CCCN(S(=O)(=O)c2ccc(C)cc2)C1 (stereo not given) ?
ABCB1 block: 0.2; Bim-Mcl-1: -4.0; Mcl1-Bid inh: -5.1; RGS8-Gao: 104.6; Avidin fluor: 6; RGS7-Gao: 105.7; ABCG2 block: 0.5; Mcl1 Noxa PPI: -3.9; GSH bead fluor: 14; RGS4-Gao reg: 99.2

What do the screens show for `O=C(NCc1ccco1)c1nn(-c2ccccc2)c(=O)c2ccccc12`?
ABCB1 block: 0.7; Pf gamet viab: -1.3; Bim-Mcl-1: -1.0; Mcl1-Bid inh: -36.5; RGS8-Gao: 98.9; Avidin fluor: 10; RGS7-Gao: 98.7; ABCG2 block: 3.5; Mcl1 Noxa PPI: 8.6; GSH bead fluor: 36; RGS4-Gao reg: 98.2

How did S=C(NCCc1ccccc1)N/N=C/C1CCCCC1 do in these assays?
ABCB1 block: 0.4; Bim-Mcl-1: -4.0; Mcl1-Bid inh: -21.3; RGS8-Gao: 100.4; Avidin fluor: 10; RGS7-Gao: inconclusive; ABCG2 block: 8.2; Mcl1 Noxa PPI: 25.1; GSH bead fluor: 17; RGS4-Gao reg: 101.5

What do the screens show for `CN(C)CCOC(=O)CC12CC3CC(C1)CC(CC(=O)OCCN(C)C)(C3)C2`?
ABCB1 block: 0.1; Pf gamet viab: 19.8; Bim-Mcl-1: 0.0; Mcl1-Bid inh: 19.7; RGS8-Gao: 105.6; Avidin fluor: 11; RGS7-Gao: 104.8; ABCG2 block: 0.4; Mcl1 Noxa PPI: 19.7; GSH bead fluor: 10; RGS4-Gao reg: 102.3

How did Cc1onc(-c2ccccc2Cl)c1C(=O)N1CCCc2ccccc21 do in these assays?
ABCB1 block: 0.6; Pf gamet viab: -4.2; Bim-Mcl-1: 0.0; Mcl1-Bid inh: -6.4; RGS8-Gao: 100.8; Avidin fluor: 10; RGS7-Gao: 98.8; ABCG2 block: 0.3; Mcl1 Noxa PPI: 0.9; GSH bead fluor: 30; RGS4-Gao reg: 100.2
